# MITF act – activators of MITF-driven TRPM1 promoter reporter, primary screen, cell-based, SK-MEL-5, luciferase, single point. SK-MEL-5 TRPM1-promoter luciferase, 24 h; % of positive control, neutral wells = 0. activation, % at 12.5 µM. 300,000 compounds, 0.75% hits. AID 588334, 2011;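 active = mean activation of at least 80% with every replicate also reaching 80%; inconclusive = mean reaches 80% but some replicate falls short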;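 also: 0% = neutral control wells and 100% = parthenolide positive control wells; values of inactives mirror those of a sister screen read the other way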
# NSD2 HMT inh – NSD2 histone methyltransferase inhibitors, primary screen, biochemical, AlphaScreen, single concentration, set 2. inhibition, % at 12.5 µM. 310,000 compounds, 0.54% hits. NSD2 peptide methylation, 120 min. Histone-lysine N-methyltransferase NSD2 (Homo sapiens), O96028; in the data active = inhibition above about 50%
# PvdQ inh – P. aeruginosa PvdQ acylase inhibitors, primary screen, biochemical, fluorescence, plate reader and imaging, single point | PvdQ acylase [Pseudomonas aeruginosa LESB58] | purified PvdQ acylase | inhibition, % at 10 µM | 340,000 compounds, 0.063% hits | AID 488965, 2010; in the data active = inhibition above about 30%, passing the limit was not always enough; inconclusive = no clear call, values can overlap the other calls;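 also: 0% = vehicle neutral wells and 100% = reference inhibitor wells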
# HTR5A inv ag – HTR5A inverse agonists in luminescence cell assay, primary screen, counter-screen for OPRM1-OPRD1 heterodimer inverse agonist project, full-deck HTS; 5-hydroxytryptamine receptor 5A (Homo sapiens), P47898; HTR5A cell line, inverse agonism; inhibition, % at 9.3 µM; 340,000 compounds, 0.083% hits; in the data active = inhibition mostly above about 23%, no sharp cut-off; inactive = mostly below about 18%;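 also: 0% = cells with DMSO and 100% = no-cell wells with DMSO; some compounds called inactive have numbers as strong as hits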
# HTR5A ag ctr – HTR5A agonists in luminescence cell assay, primary screen, counter-screen for OPRM1-OPRD1 heterodimer agonist project, full-deck HTS. 5-hydroxytryptamine receptor 5A (Homo sapiens), P47898. cell-based. activation, % at 9.3 µM. 340,000 compounds, 0.61% hits. AID 504692, 2011; in the data active = activation mostly above about 9.5%, no sharp cut-off; inactive = mostly below about 7.6%;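 also: 0% = cells with vehicle only and 100% = reference agonist; strong numbers were not always called active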
# dFosB activator – activators of delta FosB homodimer, primary screen, biochemical, fluorescence polarization, TAMRA-CDK5 oligo, single point; purified delta FosB; percent of positive-control signal above neutral wells; activation, % at 25 µM; 340,000 compounds, 0.99% hits; AID 493131, 2011;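 active = mean activation above about 17%, with every replicate also reaching it, limit read from the data, passing the limit was not always enough; inconclusive = only one of the two conditions met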;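 also: fluorescence polarization rise as delta FosB binds a TAMRA Cdk5 AP-1 oligo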
# Target sequence (P13346 whole entry, looked up): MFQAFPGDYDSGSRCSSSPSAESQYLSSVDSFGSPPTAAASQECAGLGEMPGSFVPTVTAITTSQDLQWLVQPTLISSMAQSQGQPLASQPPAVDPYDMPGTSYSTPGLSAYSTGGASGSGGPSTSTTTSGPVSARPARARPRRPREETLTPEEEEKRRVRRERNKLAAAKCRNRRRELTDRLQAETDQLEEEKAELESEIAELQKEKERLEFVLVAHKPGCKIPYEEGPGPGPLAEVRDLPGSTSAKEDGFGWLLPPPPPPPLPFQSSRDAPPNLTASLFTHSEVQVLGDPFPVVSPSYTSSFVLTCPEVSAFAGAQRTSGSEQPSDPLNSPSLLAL
# CDK5 inh – inhibitors of human CDK5/p35 kinase, primary screen, biochemical, single concentration. AID 488839, 2010. inhibition, % at 10 µM. 330,000 compounds, 0.01% hits. Recombinant CDK5/p35, ADP-Glo luminescence, 60 min;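 active = highest replicate inhibition of at least 50% and at least 75% of replicates reaching 50%; inconclusive = only one of the two criteria met; inactive = both criteria failed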;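 also: plate controls were DMSO neutral control for no effect and GW8510 at 10 µM for full effect; many of its hits are not listed in these tables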
# Target sequence (Q00535 whole entry, looked up): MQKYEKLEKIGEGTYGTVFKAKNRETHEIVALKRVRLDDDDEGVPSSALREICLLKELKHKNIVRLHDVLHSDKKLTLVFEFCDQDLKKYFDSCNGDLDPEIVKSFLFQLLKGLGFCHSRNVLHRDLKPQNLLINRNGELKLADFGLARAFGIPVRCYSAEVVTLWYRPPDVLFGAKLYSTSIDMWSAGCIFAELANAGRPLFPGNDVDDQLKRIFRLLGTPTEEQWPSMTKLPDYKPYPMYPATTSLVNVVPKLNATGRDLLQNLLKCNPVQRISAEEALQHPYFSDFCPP
# Target sequence (Q15078 whole entry, looked up): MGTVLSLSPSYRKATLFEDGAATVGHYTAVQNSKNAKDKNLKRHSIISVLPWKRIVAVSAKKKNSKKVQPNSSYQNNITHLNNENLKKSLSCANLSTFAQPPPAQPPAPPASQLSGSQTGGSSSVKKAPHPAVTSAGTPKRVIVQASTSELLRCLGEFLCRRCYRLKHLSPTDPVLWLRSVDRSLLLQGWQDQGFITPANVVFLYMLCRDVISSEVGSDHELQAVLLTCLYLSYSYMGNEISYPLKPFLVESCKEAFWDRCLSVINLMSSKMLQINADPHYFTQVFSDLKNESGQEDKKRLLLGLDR
# V-ATPase pHluor – regulators of yeast V-ATPase proton pumping, primary screen, pHLuorin cytosolic pH fluorescence; 350,000 compounds, 0.37% hits; response, % at 10 µM; AID 504577, 2011; S. cerevisiae; in the data active = response mostly above about 7.3%, no sharp cut-off; inactive = mostly below about 5.4%; also: actives read high; inactives centre near 0; some compounds called inactive have numbers as strong as hits; reference of the scale not given here
# Wnt bcat act – Wnt/beta-catenin pathway activators, primary screen, cell-based, plate reader, single point. Wnt/beta-catenin reporter cell assay, activator. activation, % at 9.35 µM. 300,000 compounds, 1.2% hits. AID 743398, 2014; in the data active = activation above about 30%, passing the limit was not always enough; inconclusive = no clear call, values can overlap the other calls;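 also: 0% = neutral control wells and 100% = positive control wells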
# SR-BI HDL uptake – inhibitors of SR-BI mediated HDL lipid uptake, primary screen, ldlA[mSR-BI] cells, fluorescence, single point; 320,000 compounds, 0.96% hits; ldlA[mSR-BI] CHO cells, DiI-HDL uptake fluorescence, 3 h; Scavenger receptor class B member 1 (Mus musculus), Q61009; inhibition, % at 12.5 µM;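 active = mean replicate inhibition of at least 70% and a set share of replicates each scoring 70 or more; inconclusive = meets just one of the two criteria; inactive = fails both criteria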;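 also: 0% = median of neutral control wells and 100% = median of positive control wells; values of inactives mirror those of a sister screen read the other way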
# An asterisk follows results filed as active; ? = inconclusive; / = no result given. Random draw from the library. About 5% of those tested had a hit in this group.
# Every second line gives: MITF act	NSD2 HMT inh	PvdQ inh	HTR5A inv ag	HTR5A ag ctr	dFosB activator	CDK5 inh	V-ATPase pHluor	Wnt bcat act	SR-BI HDL uptake
- C=CCn1c(CCC)nc2ccccc21
  -3.8	2.2	-11.9	16.6	1.3	1.7	-2.0	-7.1	-2.7	-25.1
- CCN(CC)C(=O)COc1coc(CN2CCN(c3ccccc3F)CC2)cc1=O
  -1.2	1.2	-9.7	-6.3	-0.5	4.2	/	4.1	2.8	-11.2
- Cc1ccccc1NC(=O)NCC1CCN(C(=O)OC(C)(C)C)CC1
  /	-1.2	3.2	-9.5	-2.0	-5.8	-0.3	0.4	0.1	/
- CCOc1cc(-c2cc(-c3ccccc3)nc(N)c2C#N)ccc1O
  6.3	-2.8	-6.7	-33.9	-1.9	2.8	-0.5	-1.0	/	33.7
- O=C(NCc1cccnc1)c1cccc(S(=O)(=O)N2CCCCC2)c1
  -11.6	-0.4	-16.9	-0.7	-0.9	-1.4	-2.1	2.4	/	-1.8
- COc1cc(NC(=O)c2ccccc2Cl)c2ncccc2c1
  /	-2.0	-11.5	5.4	-1.6	-5.6	1.1	-1.7	-0.2	44.3
- COc1cccc2cc(C(=O)N3CCN(C(=O)c4ccccc4)CC3)c(=O)oc12
  -2.6	-0.2	12.4	5.9	-8.6	-2.7	4.9	-4.6	/	-13.8
- Cc1cc(O)c(N=Nc2ccc(C(=O)O)cc2)cc1C
  17.1	8.6	1.1	12.0	-3.1	5.3	0.4	1.4	17.1	-32.5
- CCCOc1ccccc1NC(=O)c1ccc(N)cc1
  /	5.5	-3.0	6.0	-4.3	3.5	0.6	5.3	/	53.0
- O=C(NCCc1c[nH]c2ccccc12)C1CCN(S(=O)(=O)c2ccc(F)cc2)CC1
  7.7	-2.0	-13.9	-5.3	1.5	-11.9	-1.1	-1.9	-1.8	14.5
- COc1ccc([C@H]2CC(=O)C=C(c3cccc(Cl)c3O)C2)cc1OC
  -4.9	/	-8.6	-8.5	2.9	-11.5	-0.6	-5.7	-2.3	-3.9
- CCc1ccc(CN(C)C(=O)c2cc(COc3cccc4cnccc34)on2)cc1
  -14.9	3.2	-16.1	12.7	-3.4	-9.3	-0.2	-3.2	-10.0	17.9
- Cc1cc(C)c(OCCOCCN2CCNCC2)c(C)c1
  -5.7	0.9	-5.2	-8.8	1.1	-7.8	0.0	16.4*	-4.9	-6.9
- CCc1ccc(NC(=O)c2ccc3c(c2)C(=O)N(Cc2ccco2)C3=O)cc1
  -16.0	/	-0.6	-22.1	8.0	8.1	0.9	1.8	-4.1	/
- Cc1ccc(NC(=O)CSc2nc3c(c(=O)[nH]2)CCC3)c(C)c1
  9.3	4.0	-14.7	11.2	-2.4	-7.7	-0.3	0.1	-2.5	-27.5
- Cc1onc(-c2ccccc2Cl)c1C(=O)NCC(=O)O
  /	-0.3	-0.8	-8.3	2.9	-1.8	0.5	-0.5	1.9	-8.5
- COCc1cc(C)nc(NCCc2ccccc2)c1C#N
  -18.5	-4.2	0.1	14.8	3.8	-1.4	-2.3	-0.7	/	31.8
- O=C(NC(=S)Nc1cccc2cc(O)ccc12)c1ccco1
  -4.1	/	-17.4	-15.0	-4.8	-2.5	0.3	-1.2	-3.0	-8.6
- Cc1ccc(-c2nc3ncccc3o2)cc1NC(=O)c1cccs1
  7.3	0.6	-6.0	-5.9	2.1	-15.6	0.7	-0.1	-2.0	21.9
- COc1c(Cl)cc(C(=O)Nc2ccc(Cl)cn2)cc1Cl
  13.5	/	-16.2	-44.2	18.5*	?	-1.2	3.4	/	19.1
- COc1cc(OC)c(C(=O)OCC(=O)Nc2ccc(S(=O)(=O)N3CCOCC3)cc2)cc1OC
  -1.4	-0.7	-23.6	-9.7	2.4	-6.7	-4.9	-0.7	-2.3	20.1
- Cn1c(SCC(=O)N2c3ccccc3Sc3ccc(Cl)cc32)nnc1-c1ccco1
  -7.0	32.6	-6.9	-23.7	9.2	-8.7	3.2	-0.7	-3.9	17.8
- CCc1ccc(C(=O)Nc2nc3ccccc3[nH]2)cc1
  -58.3	3.4	-14.6	-29.5	11.0	-1.2	3.0	7.3	-2.5	36.8
- Cc1ccccc1OCc1nnc(SCc2nc3ccccc3c(=O)[nH]2)n1C
  6.6	1.1	0.8	-2.7	1.0	7.0	0.5	2.5	-1.6	6.3
- CC(=O)Nc1cccc(NC(=O)CCN2C(=O)c3ccccc3S2(=O)=O)c1
  6.5	-1.2	10.1	1.2	2.4	-9.1	-1.2	-2.3	1.6	5.3
- CC(=O)c1ccc(OCCCC(=O)NC(C)c2ccc(S(N)(=O)=O)cc2)cc1 (stereo not drawn)
  -4.6	9.1	-1.9	11.0	4.3	0.1	0.7	-0.2	3.0	/
- COc1ccc(N(CC(=O)NCc2ccco2)S(=O)(=O)c2ccccc2)cc1
  1.9	2.0	-3.3	3.6	-1.4	-4.4	-0.8	1.9	0.1	-24.9
- O=C(Cn1ccc(NC(=O)OCc2ccccc2)nc1=O)NCCc1ccccn1
  5.8	/	1.1	-7.9	-2.2	-4.1	-2.0	5.9	-1.1	10.1
- Cc1cccc(NC(=O)c2cnn(C)c2)c1C
  -6.8	-3.8	-2.6	-13.1	1.1	6.9	1.6	-1.7	-0.5	7.6
- Cc1ccccc1NC(=O)N1CCCN(c2ccc(C#N)cn2)CC1
  0.3	33.6	-5.2	-3.2	0.9	-3.8	-0.1	-1.0	-0.7	-15.5
- CCOc1ccccc1N1CCN(C(=O)c2ccc3[nH]c(C)c(C)c3c2)CC1
  -10.4	8.4	-13.8	-2.6	3.6	0.4	-2.8	3.8	-2.8	31.0
- Cc1ccc[n+](Cc2ccc([N+](=O)[O-])cc2)c1
  /	0.7	-7.8	-14.9	-1.6	2.7	-1.2	0.3	0.5	0.4
- Cn1ccnc1SCc1cn2cc(Br)ccc2n1
  -23.2	-3.3	-12.9	-1.4	0.5	1.0	0.4	-1.9	/	-8.9
- NC(=O)c1ccc(NCc2ccco2)c([N+](=O)[O-])c1
  /	1.7	7.5	6.1	0.6	-4.4	0.7	5.3	1.2	-15.6
- CCOC(=O)C1=C(CN2CC(C)CC(C)C2)NC(=O)NC1c1ccc2c(c1)OCO2 (stereo not drawn)
  -17.6	3.4	-12.8	25.8	-3.4	-11.4	-2.1	-0.8	-2.0	42.9
- Cc1ccc(CNC(=O)C(=O)NCC2OCCCN2S(=O)(=O)c2ccc(F)cc2)cc1 (stereo not drawn)
  5.1	-1.1	7.7	10.9	-1.5	-5.9	1.7	-4.2	3.5	-6.9
- CC(C)CCOc1ccc(Cl)cc1CN1CCOCC1
  15.5	8.0	-15.2	-25.4	10.6	-4.8	-0.6	-2.6	/	-2.6
- COc1ccc2c(c1)c(C(=O)OCCN(C)C)c(C)n2C
  16.0	-0.8	-13.0	-14.6	4.4	14.0	-1.3	4.6	/	6.6
- CCCn1c(SCc2ccc(Cl)cc2)nc2c1c(=O)[nH]c(=O)n2C
  /	/	-0.5	1.9	-0.8	-2.9	-0.4	-0.2	-2.5	37.8
- OC1(c2cccs2)CN(c2ccccc2)C2=[N+]1CCCC2 (stereo not drawn)
  -3.3	-4.2	10.8	3.1	-1.1	-6.7	-0.9	2.0	-2.4	1.0
- COc1ccc(N2C(=O)CC(NNC(=O)c3cc(C)oc3C)C2=O)cc1 (stereo not drawn)
  -2.0	0.1	-5.3	8.8	-3.2	-2.0	-0.9	0.0	6.2	-15.5
- [O-]/[N+](=C/c1ccccc1)c1ccccc1
  11.2	/	-4.2	-8.7	7.7	-7.0	-0.7	-0.5	7.8	-35.7
- CCOc1cc(C(=S)N2CCOCC2)ccc1OS(=O)(=O)c1ccc(OC)cc1
  /	-0.3	-16.4	-3.8	1.1	-5.0	-1.9	3.3	-4.3	9.0
- CC(C)Oc1cc(S(=O)(=O)N2CCCCC2)ccc1N
  -9.6	-2.4	-2.6	14.1	3.7	-7.0	0.3	3.0	0.0	7.8
- CCCN1CCC(=O)N([C@H](COc2ccccc2)CC(C)C)CC1
  -0.4	/	-2.8	15.7	2.0	-1.0	-0.2	1.6	-1.5	-9.7
- O=C(Nc1ccc2c(c1)nc1n2CCSC1)c1ccco1
  /	8.0	-10.5	-20.1	-1.9	3.6	0.8	-1.0	13.8	-9.8
- N#Cc1cc(-c2ccccc2)nnc1Oc1ccccc1Cl
  6.2	71.1*	-7.4	6.4	-2.7	0.1	0.4	-2.2	/	25.5
- CC(NC(=O)c1ccc(S(=O)(=O)N(C)C)cc1)c1ccccc1 (stereo not drawn)
  2.3	0.1	-6.7	-3.8	1.4	-6.0	1.1	0.8	-3.0	-9.5
- CCSC1=NC(C)(C)C=C(/C=C/c2ccc(Cl)cc2Cl)N1
  /	0.2	-12.7	-15.5	2.4	0.1	-0.1	-4.9	0.5	37.9
- CC(C)[C@H](NC(=O)c1ccccc1)C(=O)NC1CCCCCCC1
  -11.1	5.2	-3.5	6.7	4.9	3.7	-0.5	0.8	0.8	0.5
- CCOc1ccc(CC(=O)NNC(=S)Nc2ccccc2)cc1Br
  -4.5	0.3	0.3	-4.7	2.0	-7.8	0.2	-5.1	/	-10.1
- COc1ccc(S(=O)(=O)NNc2nc(C)cc(C)n2)cc1Br
  0.9	-1.0	-0.2	1.0	-0.4	0.5	0.6	-1.2	-2.2	-20.9
- CCOC(=O)CN1C(=O)C(=O)c2cc(C)ccc21
  3.2	1.5	-9.6	-22.0	-8.2	0.9	-0.7	5.9	/	1.9
- O=C(CCc1nc2ccccc2s1)N1CCN(c2ccccc2)CC1
  4.3	1.0	5.2	9.0	-3.1	-11.2	2.9	0.9	0.5	-15.5
- CCOC(=O)Nc1ccc(C(=O)Oc2ccccc2)c(O)c1
  45.9	0.5	-9.1	-11.0	5.5	-11.5	3.9	-0.8	7.0	22.5
- N#Cc1c2c(c(Nc3ccccc3)n3c1nc1ccccc13)CCC2
  1.9	-0.3	-4.6	-8.1	-3.6	-7.0	0.4	-2.9	/	0.6
- CCCSc1ccc([C@@H]2[C@H]3C(=O)N(CC)C(=O)[C@H]3[C@]3(C(=O)OC)CCCN23)cc1OC
  8.2	/	-7.5	1.9	-3.2	5.3	0.3	-3.6	-1.8	-5.1
- CC1CN2C(c3ccc(Cl)cc3)=CSC2=N1 (stereo not drawn)
  2.7	6.2	-20.5	5.4	-1.5	-0.5	0.8	2.5	-2.2	13.9
- COC1=CC(=O)c2ccccc2C1=O
  -101.8	/	-16.2	-36.0	6.9	-4.0	-1.5	-1.1	/	6.4

# Compound activity as filed in PubChem BioAssay.
